Source: PubChem BioAssay (several laboratories)
MOR-DOR ag: agonists of OPRM1-OPRD1 heterodimerization, primary screen, cell-based, luminescence; 340,000 tested, 0.3% active; cells; activation, % at 9.3 µM; in the data active = activation above about 18%;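 note: 0% = vehicle-treated cells and 100% = reference agonist; values of inactives mirror those of a sister screen read the other way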
Target sequence (P35372 whole entry, looked up): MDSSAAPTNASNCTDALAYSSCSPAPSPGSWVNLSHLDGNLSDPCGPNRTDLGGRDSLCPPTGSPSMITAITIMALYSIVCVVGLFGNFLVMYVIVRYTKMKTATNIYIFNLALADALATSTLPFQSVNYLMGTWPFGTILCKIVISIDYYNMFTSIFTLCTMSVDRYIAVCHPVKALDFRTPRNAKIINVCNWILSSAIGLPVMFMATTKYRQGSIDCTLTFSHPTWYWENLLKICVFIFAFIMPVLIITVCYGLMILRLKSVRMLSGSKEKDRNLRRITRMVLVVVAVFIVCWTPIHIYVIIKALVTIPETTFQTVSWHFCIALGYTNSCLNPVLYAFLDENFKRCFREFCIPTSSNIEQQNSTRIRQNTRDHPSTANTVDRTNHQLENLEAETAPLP
Target sequence (P41143 whole entry, looked up): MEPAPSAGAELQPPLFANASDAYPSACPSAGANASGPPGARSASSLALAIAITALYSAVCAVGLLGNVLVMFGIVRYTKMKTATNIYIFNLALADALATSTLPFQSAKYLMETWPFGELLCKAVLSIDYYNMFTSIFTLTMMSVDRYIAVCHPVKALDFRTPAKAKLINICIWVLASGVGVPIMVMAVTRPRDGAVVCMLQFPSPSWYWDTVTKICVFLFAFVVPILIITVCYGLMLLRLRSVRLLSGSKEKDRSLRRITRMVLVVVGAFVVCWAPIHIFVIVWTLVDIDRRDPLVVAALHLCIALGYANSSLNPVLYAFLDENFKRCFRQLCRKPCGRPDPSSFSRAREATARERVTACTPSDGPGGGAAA
Mot1-301 SUMO: yeast Mot1-301 growth rescue at high temperature, primary screen, SUMOylation pathway inhibitor project, S. cerevisiae, ATP luminescence, 38.5C. S. cerevisiae Mot1-301 growth rescue; percent above DMSO median, 100 means doubled. growth rescue, % at 18.8 µM. 320,000 tested, 1% active. AID 2716, 2010;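 active = every valid replicate shows activation above 250% relative to neutral control wells; inactive = the rest, any valid replicate at or below 250%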;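 note: OY570 slx delta 5 strain wells were the positive control but not used for scaling; some compounds called inactive have numbers as strong as hits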
HTR5A inv ctr: HTR5A inverse agonists in luminescence cell assay, primary screen, counter-screen for OPRM1-OPRD1 heterodimer inverse agonist project, full-deck HTS; 5-hydroxytryptamine receptor 5A (Homo sapiens), P47898; HTR5A cell line, inverse agonism; inhibition, % at 9.3 µM; 340,000 tested, 0.083% active; in the data active = inhibition mostly above about 23%, no sharp cut-off; inactive = mostly below about 18%;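 note: 0% = cells with DMSO and 100% = no-cell wells with DMSO; some compounds called inactive have numbers as strong as hits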
AddAB inh: growth inhibition of E. coli expressing H. pylori AddAB, primary screen, AddAB inhibitor project, absorbance; 330,000 tested, 0.29% active; inhibition, % at 11.9 µM; in the data active = inhibition above about 12%;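 note: 0% = vehicle wells of infected cells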
OPRM1-OPRD1 inv: inverse agonists of MOR-DOR heterodimerization, primary screen, cell-based, luminescence; inhibition, % at 9.3 µM; cell-based MOR-DOR heterodimer luminescence, inverse agonism; 340,000 tested, 0.21% active; AID 504357, 2011; Mu-type opioid receptor (Homo sapiens) + Delta-type opioid receptor (Homo sapiens), …; in the data active = inhibition above about 22%, passing the limit was not always enough;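 note: 0% = cells with DMSO and 100% = wells without cells with DMSO; values of inactives mirror those of a sister screen read the other way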
phage Ecoli inh: growth loss of phage-infected E. coli, primary screen, RecBCD inhibitor project, absorbance, with phage, HTS. inhibition, % at 11.9 µM. 360,000 tested, 0.26% active. AID 651602, 2012; in the data active = inhibition above about 11%
PKA-R1A activ: activators of PKA-R1A holoenzyme, primary screen, biochemical, fluorescence polarization, Cy5-IP20, bovine R1A, mouse PKAc. PKA-R1A dissociation; scaled: DMSO 0%, 113 µM cGMP 100%. cAMP-dependent protein kinase type I-alpha regulatory subunit (Bos taurus) + …. activation, % at 11.4 µM. 340,000 tested, 0.083% active. AID 504707, 2011;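 active = percent activation above the mean of all tested compounds plus 3 SD, cut at about 19% in these data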;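 note: higher means more PKAc released from R1A so a rise in polarization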
Ecoli viability: E. coli V3065 growth inhibition, primary screen, counter-screen for AddAB inhibitor project, absorbance, OD600. 18 h. 330,000 tested, 0.27% active. inhibition, % at 11.9 µM;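 active = inhibition above the campaign's mean inhibition across all tested compounds plus 3 SD, cut at about 9.9% in these data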;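 note: uninfected addAB+ strain grown without phage in ampicillin broth; 0% = DMSO wells and 100% = ciprofloxacin 0.95 µg/ml wells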
Pemphigus Ab inh: inhibitors of pemphigus antibody binding to DSG3, primary screen, biochemical, bead-based, flow cytometry, scFv-GFP; AID 588358, 2011; DSG3-coupled beads, scFv-anti-DSG3-GFP binding; hits give low values; 310,000 tested, 0.48% active; binding (percent of control), % at 10 µM; Desmoglein-3 (Homo sapiens), P32926;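 active = binding more than 3 SD below its plate's average and above zero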;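 note: hits lower antibody fragment binding to DSG3; some compounds called inactive have numbers as strong as hits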
PfHsp90 set2: growth inhibition of PfHsp90-expressing yeast, primary screen, antimalarial PfHsp90 inhibitor project, S. cerevisiae, BacTiter-Glo luminescence, single point, set 2. BacTiter-Glo ATP, 48 h; yeast lacking PDR1 and PDR3 efflux regulators. inhibition, % at 9.4 µM. 310,000 tested, 0.32% active;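 active = every replicate shows inhibition above about 80%, whatever the replicate mean, limit read from the data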;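 note: 0% = DMSO neutral controls and 100% = 20 µM radicicol positive controls; yeast relying on Plasmodium falciparum Hsp90 in place of its own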
HTR5A ag ctr: HTR5A agonists in luminescence cell assay, primary screen, counter-screen for OPRM1-OPRD1 heterodimer agonist project, full-deck HTS; 340,000 tested, 0.61% active; cell-based; 5-hydroxytryptamine receptor 5A (Homo sapiens), P47898; activation, % at 9.3 µM; in the data active = activation mostly above about 9.5%, no sharp cut-off; inactive = mostly below about 7.6%;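 note: 0% = cells with vehicle only and 100% = reference agonist; strong numbers were not always called active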
* marks the source's active call; other numbers are inactive results; . = no result given.

Compound	AddAB inh	OPRM1-OPRD1 inv	Mot1-301 SUMO	MOR-DOR ag	PKA-R1A activ	phage Ecoli inh	Ecoli viability	PfHsp90 set2	HTR5A ag ctr	HTR5A inv ctr	Pemphigus Ab inh
Cc1ccc(C)c(NC(=O)NNC(=O)c2cc3occc3[nH]2)c1	2.1	14.5	2.9	-2.8	4.3	5.2	0.9	2.6	-1.1	17.6	102.6
O=C(O)CC1Cc2ccccc2C1C(=O)O (stereo unspecified)	.	3.2	.	-0.6	-0.7	2.3	.	13.0	-4.6	18.1	94.8
CCOc1ccc(NC(=O)C(C)NS(=O)(=O)c2ccc(NC(C)=O)cc2)cc1 (stereo unspecified)	2.4	10.4	-11.0	-2.3	6.1	-0.1	-1.0	-9.3	-3.4	8.5	.
CCOC(=O)c1ccccc1NS(=O)(=O)c1ccc(S(=O)(=O)N2CCCC2)cc1	1.3	-12.4	-5.0	2.1	-7.5	0.5	-1.4	.	7.3	-16.9	99.3
COc1cc(OC)cc(OC(=O)c2cccc(S(=O)(=O)N3CCN(C)CC3)c2)c1	0.0	7.7	-2.4	-1.4	7.4	0.6	0.6	.	0.4	7.2	98.4
O=C(NC1CCSc2ccccc21)c1c(F)cccc1Cl (stereo unspecified)	3.4	7.5	145.7	-1.5	-5.3	0.4	3.0	-0.1	0.7	19.7	102.3
Cc1cc(C(=O)COC(=O)c2ccc[nH]c2=O)c(C)n1-c1ccc(Br)cc1	1.6	3.2	-4.4	-0.5	-2.3	3.7	-0.1	-13.3	-3.6	8.5	91.4
COc1ccc([C@@H]2CC=C(C(=O)O)[C@H](c3ccc(Cl)cc3)N2S(=O)(=O)c2ccccc2C)cc1	2.1	4.9	-17.5	-0.8	-11.3	1.6	-1.4	29.9	-7.3	-0.6	101.3
N#Cc1nc(-c2ccco2)oc1N1CCCC1	5.0	8.9	2.1	-1.6	-9.9	-0.2	-2.1	-32.4	1.0	-2.8	95.2
COc1ccccc1CCNC(=O)c1cc(-c2ccncc2)nc2ccc(Br)cc12	.	-21.9	.	4.2	0.3	0.6	.	.	0.0	10.4	101.5
CC(=O)N1CCN(C(=O)CCCNC(=O)c2ccc(Cl)cc2)CC1	-1.4	1.2	-10.7	-0.4	-2.5	2.7	1.9	-14.9	0.0	23.6	114.1
Cc1ccc(SCC(=O)OC(C)C(=O)NC2CCCCC2C)c(C)c1 (stereo unspecified)	2.3	2.8	19.4	-0.7	-2.5	2.4	-1.5	-1.6	0.1	-0.1	99.0
Cc1ccc(NS(=O)(=O)c2ccc3c(c2)CC(=O)N3)cc1F	0.7	6.4	-0.9	-1.2	-7.1	1.0	0.7	7.5	0.4	-1.6	97.4
O=C(COC(=O)/C=C/c1ccc(Cl)cc1)Nc1ccccc1-c1ccccc1	-1.0	-6.0	-1.5	1.1	-6.0	5.9	1.3	-11.4	-1.5	-1.5	.
CCCCS(=O)(=O)N1CCC(C(=O)Oc2ccc(Cl)cc2)CC1	2.5	12.0	-1.5	-2.5	-9.2	0.5	0.3	0.8	-1.3	4.4	111.6

Part of the list above, field by field:
compound: O=C(NC1CCSc2ccccc21)c1c(F)cccc1Cl (stereo unspecified)
  AddAB inh: 3.4
  OPRM1-OPRD1 inv: 7.5
  Mot1-301 SUMO: 145.7
  MOR-DOR ag: -1.5
  PKA-R1A activ: -5.3
  phage Ecoli inh: 0.4
  Ecoli viability: 3.0
  PfHsp90 set2: -0.1
  HTR5A ag ctr: 0.7
  HTR5A inv ctr: 19.7
  Pemphigus Ab inh: 102.3

compound: Cc1ccc(C)c(NC(=O)NNC(=O)c2cc3occc3[nH]2)c1
  AddAB inh: 2.1
  OPRM1-OPRD1 inv: 14.5
  Mot1-301 SUMO: 2.9
  MOR-DOR ag: -2.8
  PKA-R1A activ: 4.3
  phage Ecoli inh: 5.2
  Ecoli viability: 0.9
  PfHsp90 set2: 2.6
  HTR5A ag ctr: -1.1
  HTR5A inv ctr: 17.6
  Pemphigus Ab inh: 102.6

The listing continues.
Compound	AddAB inh	OPRM1-OPRD1 inv	Mot1-301 SUMO	MOR-DOR ag	PKA-R1A activ	phage Ecoli inh	Ecoli viability	PfHsp90 set2	HTR5A ag ctr	HTR5A inv ctr	Pemphigus Ab inh
COc1cc2c(cc1OC)C(c1ccc(Br)cc1)NCC2 (stereo unspecified)	0.7	.	-0.5	.	.	4.3	1.0	.	.	.	105.7
O=C1CCCC(O)=C1N=Nc1ccc(C(=O)O)cc1	-0.7	16.7	-9.7	-3.1	-8.7	1.6	1.1	9.2	5.0	-6.9	94.7
CCCCCc1nc2sc3c(c2c(=O)n1NC(=O)c1ccc([N+](=O)[O-])cc1)CC(C)(C)OC3	-0.8	-32.2	-1.1	4.5	-12.1	8.5	-2.4	-0.3	8.9	-5.6	102.4
CCCC(C)NC(=O)c1ccc2[nH]c3c(c2c1)CC(C)CC3 (stereo unspecified)	-1.0	-4.8	3.3	0.9	-16.9	4.4	1.4	2.6	6.7	-17.0	83.1
Cc1c(C(=O)OCC(=O)N2CC(=O)Nc3ccccc32)oc2ccc(Br)cc12	0.8	7.4	8.4	-1.3	7.4	1.3	-1.2	1.7	-2.0	4.2	92.6
OC[C@@H](O)[C@@H](O)[C@H](O)[C@H](O)CO	-2.5	-9.0	77.7	1.6	3.5	3.5	1.3	1.4	-5.0	-6.6	131.5
Cc1ccc(CN(CC(=O)NC2CCCCC2)C(=O)c2csnn2)cc1	2.7	2.9	1.6	-0.5	-5.5	4.4	0.2	-0.8	0.6	-1.4	103.6
CCc1ccc(S(=O)(=O)c2n[nH]n3c2nc(=O)c2ccccc23)cc1	2.8	-15.5	86.0	2.5	-2.1	-1.8	-0.6	-26.7	9.7	-25.5	99.3
O=C(NN1CCCCC1)c1cnn2c(C(F)F)cc(-c3ccccc3)nc12	0.8	12.4	-7.2	-2.5	-1.9	3.6	1.6	-9.6	-2.0	5.3	97.3
COc1ccc(NC(=O)CCN2CC(C)OC(C)C2)c(OC)c1 (stereo unspecified)	2.0	4.2	-10.0	-0.9	4.2	0.4	0.8	1.5	-1.9	10.7	.
CC(=O)N(/N=C1\Sc2ccccc2C1=O)c1ccccc1C	0.4	51.4*	-10.4	-10.4	-0.2	2.0	-4.7	.	-16.1	35.4	115.1
CCOC(=O)c1[nH]c(C)c(C(=O)OC)c1C	1.3	12.4	-5.2	-2.4	7.9	2.7	-1.5	7.3	8.3	3.9	118.5
CSc1ccccc1NC(=S)Nc1cccc(C(F)(F)F)c1	0.6	4.2	-3.4	-0.8	1.8	3.4	-2.7	13.3	0.4	-28.2	99.0
C=CCn1c(SCC(=O)N2CCOCC2)nc2sc(C)c(C)c2c1=O	1.8	10.6	2.3	-2.0	3.0	1.0	-2.3	-13.1	8.2	-23.1	108.9
Cc1cc(=O)[nH]c(SCC(=O)Nc2ccc(Cl)cn2)n1	1.9	13.0	-0.1	-2.3	6.5	1.5	2.3	3.9	-2.5	3.5	98.5
CSc1cccc(NC(=O)c2cccc3cccnc23)c1	2.2	2.2	-25.6	-0.3	-3.8	2.2	0.7	19.4	-3.7	8.5	102.6
O=C(CN1CCN(c2ccc(Cl)cc2)CC1)Nc1ccc(F)cc1	5.3	-6.8	-8.7	1.4	6.7	-2.0	2.5	15.4	1.7	-5.2	.
Cc1[nH]c(C)c(S(=O)(=O)Nc2cccc(Cl)c2C)c1C(=O)N1CCCC1	2.1	-2.6	-7.7	0.5	-3.2	0.9	1.5	1.6	-1.7	11.1	97.5
O=C(Cc1ccccc1)NCC(=O)Nc1cc(Cl)ccc1Cl	.	2.2	.	-0.3	-3.8	0.9	.	18.3	-0.9	-19.5	.
CCCCN(CC)CCCNC(=O)Cn1nc(Cc2cccnc2)c2ccccc2c1=O	2.0	13.1	-8.0	-2.2	2.3	2.1	0.2	.	3.1	-8.0	.
O=C(CN1CCN(CCOCCO)CC1)N1c2ccccc2Sc2ccc(Cl)cc21	-0.4	-0.2	-14.0	0.0	6.9	.	0.2	11.1	4.6	19.9	96.9
CCc1c(C)nc(SCC(=O)N2CCN(c3ccccc3OC)CC2)[nH]c1=O	-0.8	14.8	-2.2	-2.9	-21.0	2.9	-0.7	23.3	-1.5	4.0	99.7
CCc1cccc(C)c1N(C(=O)Cn1c(=O)[nH]c2ccccc21)C(C)COC (stereo unspecified)	3.2	.	26.3	.	-1.5	2.6	-1.9	-22.0	.	.	112.1
COc1ccc(OCC(=O)Nc2ccc(N3CCN(C(=O)c4ccccc4C)CC3)cc2)cc1	1.9	-3.5	261.1	0.6	4.7	2.4	-1.4	-5.1	1.5	-4.2	94.4
CCOC(=O)c1ccc(NC(=S)NC2CC(C)(C)NC(C)(C)C2)cc1	-0.5	-4.4	-3.8	0.8	3.6	-1.7	-4.0	-1.9	0.5	-6.3	100.6
COc1ccc(Cl)cc1C(=O)O/N=C(\N)c1ccc(Cl)cc1	-0.5	-6.3	93.7	1.2	-5.2	2.0	-1.0	2.0	-2.2	13.7	99.5
COC(=O)c1ccc(COc2ccc3ccc(=O)oc3c2)o1	.	6.5	156.6	-1.5	3.9	0.8	.	-21.8	2.5	-9.0	110.9
CCOc1ccc(N2CC(C(=O)NCCN3C(=O)S/C(=C\c4ccc(OC)cc4)C3=O)CC2=O)cc1 (stereo unspecified)	0.9	5.5	5.5	-1.1	-9.0	0.9	-0.5	-32.9	1.9	6.3	103.6
O=[N+]([O-])c1ccc(CC(Cl)c2ccccn2)cc1 (stereo unspecified)	.	3.2	.	-0.7	-8.4	1.0	.	-37.1	1.2	-4.9	114.4

Compounds as they come; any-hit rate near 3.2%.
